Bioassay records deposited in PubChem BioAssay by several laboratories.
V-ATPase pH = regulators of yeast V-ATPase proton transport; S. cerevisiae, pHLuorin cytosolic pH fluorescence; response, % at 10 µM; 350,000 compounds, 0.37% hits; AID 504577; in the data active = response mostly above about 7.3%, no sharp cut-off; inactive = mostly below about 5.4%; note: actives read high; inactives centre near 0; some compounds called inactive have numbers as strong as hits; reference of the scale not given here
Rtt109 Vps75 = inhibitors of Candida albicans Rtt109/Vps75 histone acetyltransferase; purified Rtt109/Vps75, ThioGlo CoA-SH fluorescence, 4 h; inhibition, % at 34.9 µM; 330,000 compounds, 0.16% hits;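 active = inhibition of at least 50% in every replicate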
Target sequence (Q5AAJ8 whole entry, looked up): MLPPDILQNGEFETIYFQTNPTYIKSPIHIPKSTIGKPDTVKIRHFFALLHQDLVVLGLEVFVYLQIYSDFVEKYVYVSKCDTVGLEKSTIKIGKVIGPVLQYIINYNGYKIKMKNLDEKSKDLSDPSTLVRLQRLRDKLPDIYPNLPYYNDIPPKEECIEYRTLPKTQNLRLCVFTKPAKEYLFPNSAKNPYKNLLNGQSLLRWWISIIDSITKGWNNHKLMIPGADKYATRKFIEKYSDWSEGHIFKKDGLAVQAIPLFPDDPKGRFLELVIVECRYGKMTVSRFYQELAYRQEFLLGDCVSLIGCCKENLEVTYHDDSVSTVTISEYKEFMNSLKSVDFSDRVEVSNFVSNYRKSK
Wnt act = activators of Wnt/beta-catenin signaling. activation, % at 9.35 µM. Wnt/beta-catenin reporter cell assay, activator, plate reader. 300,000 compounds, 1.2% hits; in the data active = activation above about 30%, passing the limit was not always enough;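 note: 0% = neutral control wells and 100% = positive control wells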
Tat transport = blocks Tat-dependent protein export in E. coli; E. coli MC4100 TorA-mCherry Tat export, fluorescence; 340,000 compounds, 0.036% hits; AID 488895; inhibition, % at 10 µM;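 active = mean replicate inhibition at least 50% and at least half of replicates individually reaching 50%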;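 note: exported cargo escapes ClpAP degradation while cytoplasmic cargo is degraded and loses fluorescence; 0% = median of neutral control wells and 100% = median of NaSCN control wells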
The depositor's hits bear a star; x = not tested or not shown. The list is partial; the hit share may differ from the screen's.

Letters – A = V-ATPase pH; B = Rtt109 Vps75; C = Wnt act; D = Tat transport
1: CC(C)CN1Cc2cc(-c3ccccc3)ccc2-n2nncc2C1
  A: x	B: x	C: -1	D: x

2: C[C@]12CCC3C(CC[C@H]4C[C@@H](O)CC[C@]34C)C1C[C@H](Br)[C@@H]2O (stereo partly specified)
  A: x	B: x	C: -7	D: x

3: O=S(=O)(c1cc(Cl)cc(Cl)c1)N1Cc2cc(-c3ccccc3)ccc2-n2nncc2C1
  A: x	B: x	C: -1	D: x

4: CCOC(=O)[C@]12Cc3cc(C)ccc3[C@H]1N(C(C)C)C(=O)c1ccccc12
  A: x	B: x	C: -9	D: x

5: O=C1NCN(c2ccccc2)C12CCN(C(CCc1ccccc1)c1nnnn1C1CCCCC1)CC2 (stereo unspecified)
  A: x	B: x	C: -3	D: x

6: CCC(c1nnnn1C(C)(C)C)N1CCC2(CC1)C(=O)NCN2c1ccccc1 (stereo unspecified)
  A: x	B: x	C: -2	D: x

7: COc1ccc(N2C(=O)NC(=O)/C(=C/c3ccc(N4CCOCC4)cc3)C2=O)cc1
  A: x	B: x	C: 0	D: x

8: C[C@]12CCC3C(CC[C@H]4C[C@H](O)CC[C@]34C)C1C[C@@H](CCCCl)[C@@H]2O (stereo partly specified)
  A: x	B: x	C: -5	D: x

9: Cc1cccc(C)c1-n1nnnc1C(c1ccnc2ccccc12)N1CCC2(CC1)C(=O)NCN2c1ccccc1 (stereo unspecified)
  A: x	B: x	C: -5	D: x

10: COc1ccc(C(c2nnnn2-c2c(C)cccc2C)N2CCC3(CC2)C(=O)NCN3c2ccccc2)cc1 (stereo unspecified)
  A: x	B: x	C: -2	D: x

11: CC(C)(C)C(=O)N1Cc2cc(-c3ccccc3)ccc2-n2nncc2C1
  A: x	B: x	C: -1	D: x

12: Cc1ccc(OC(=O)N(C)C[C@H]2OCc3cnnn3CCCC(=O)N([C@H](C)CO)C[C@H]2C)cc1
  A: x	B: x	C: 0	D: x

13: CSCCC(c1nnnn1-c1ccc2c(c1)OCCO2)N1CCC(n2c(=O)[nH]c3ccccc32)CC1 (stereo unspecified)
  A: x	B: x	C: -3	D: x

14: CCOC(=O)[C@]12Cc3ccccc3[C@H]1N(CCC(=O)OC)C(=O)c1cc(OC)ccc12
  A: x	B: x	C: -1	D: x

15: O=C1NCN(c2ccccc2)C12CCN(C(c1ccnc3ccccc13)c1nnnn1-c1ccc3c(c1)OCCO3)CC2 (stereo unspecified)
  A: x	B: x	C: 0	D: x

16: CCOC(=O)C12C(=O)OCC1C2c1ccccc1 (stereo unspecified)
  A: x	B: x	C: 19	D: x

17: Cc1cccc(C)c1-n1nnnc1C(c1cc2ccccc2o1)N1CCC(n2c(=O)[nH]c3ccccc32)CC1 (stereo unspecified)
  A: x	B: x	C: -7	D: x

18: O=C(O)c1cc(S(=O)(=O)N2CC3CC(C2)c2cccc(=O)n2C3)ccc1F (stereo unspecified)
  A: x	B: x	C: -4	D: x

19: CN1CCN(C(=O)OC2c3nccnc3C(=O)N2c2ccc(Cl)cn2)CC1 (stereo unspecified)
  A: x	B: 2	C: x	D: 1

20: C[C@@H]1CN([C@H](C)CO)C(=O)c2c(c3ccccc3n2C)-c2ccccc2CO[C@H]1CN(C)Cc1ccc2c(c1)OCCN2C
  A: 0	B: x	C: -1	D: x

21: C[C@@H]1CN([C@@H](C)CO)C(=O)CCCn2cc(nn2)CO[C@H]1CN(C)C(=O)Oc1cccc2ccccc12
  A: 0	B: x	C: -1	D: x

22: Cc1cccc(OCCn2cccc2/C=C2/C(=O)NC(=O)N(Cc3ccco3)C2=O)c1
  A: -1	B: x	C: 12	D: x

23: O=[N+]([O-])c1ccc(N(CCO)CCO)c2c1no[n+]2[O-]
  A: 3	B: x	C: -10	D: x

24: Cc1csc(NC(=O)C(Cl)c2ccccc2)n1 (stereo unspecified) (tested in a mixture with another compound)
  A: 2	B: x	C: -5	D: x

25: CC(C)COC(=O)N1Cc2ccccc2-n2nncc2C1
  A: -2	B: x	C: -1	D: x

26: C#C[C@]1(O)CC[C@H]2[C@@H]3[C@H](O)C[C@H]4C[C@@H](O)CC[C@]4(C)[C@H]3CC[C@@]21C
  A: 1	B: x	C: -1	D: x

27: C[C@@H]1CN([C@H](C)CO)C(=O)CCCn2nncc2CO[C@@H]1CN(C)C(=O)Oc1cccc2ccccc12
  A: -1	B: x	C: 0	D: x

28: O=C(NC12CC3CC(CC(C3)C1)C2)OC1CN2CCC1CC2 (stereo unspecified)
  A: 1	B: x	C: 0	D: x

29: CCCCC(CC)COCCCN=Cc1c(O)[nH]c(=S)[nH]c1=O (stereo unspecified)
  A: 2	B: x	C: -1	D: x

30: O=C(C1CCCCC1)N1Cc2ccccc2-n2nncc2C1
  A: 2	B: x	C: -1	D: x

31: C[C@@H]1CN([C@H](C)CO)C(=O)CCCn2nncc2CO[C@H]1CN(C)C(=O)Oc1cccc2ccccc12
  A: 1	B: x	C: 18	D: x

32: COc1ccc(C2C=C(C)Oc3c2c(=O)oc2ccccc32)cc1OC (stereo unspecified)
  A: -1	B: x	C: -1	D: x

33: C[C@]1(O)CCC2C3CC[C@H]4C[C@@H](OC(=O)[C@@H](N)CCCCN)CC[C@]4(C)C3CC[C@@]21C (stereo partly specified)
  A: 6	B: x	C: 0	D: x

34: C[C@]12CC[C@@H](O)CC1=CCC1C2CC[C@@]2(C)C1CC[C@@H]2O (stereo partly specified)
  A: 1	B: x	C: 4	D: x

35: c1ccc(N2[C@@H]3CC[C@H]2c2ccccc2C3)cc1
  A: -1	B: x	C: 0	D: x

36: O=C1OCCC1C(=O)c1ccccc1 (stereo unspecified)
  A: -1	B: x	C: 0	D: x

37: Oc1ccc(CCNCc2cc3c(cc2Br)OCO3)cc1
  A: 2	B: x	C: -5	D: x

38: O=C1NC(=O)N(c2ccc3c(c2)OCO3)C(=O)/C1=C\c1ccsc1
  A: 3	B: x	C: -2	D: x

39: O=C1C(Br)C2CCC1C2C(=O)O (stereo unspecified)
  A: 0	B: x	C: -2	D: x

40: COc1ccc(C2C3C=CC(C3)C2C(=O)O)cc1 (stereo unspecified)
  A: 2	B: x	C: -1	D: x

41: c1ccc(C2(NC3=NCCO3)CCCCC2)cc1
  A: -2	B: x	C: 0	D: x

42: COc1ccc(CCNCc2cc(OC)cc(OC)c2)cc1
  A: 4	B: x	C: -4	D: x

43: CN1CCCC2c3ccccc3CCC21 (stereo unspecified)
  A: -3	B: x	C: 15	D: x

44: c1ccc(CN2Cc3ccccc3-n3nncc3C2)nc1
  A: 2	B: x	C: 1	D: x

45: C=CCn1c(O)c(/C=C2\C=Nc3ccccc32)c(=O)[nH]c1=O
  A: 2	B: x	C: 2	D: x

46: COC(=O)N1Cc2ccccc2-n2nncc2C1
  A: 4	B: x	C: -3	D: x

47: CNC(=O)Oc1c(C)[nH]ccc1=O
  A: 0	B: x	C: -1	D: x

48: CN1C(=O)CN=C(c2ccc[nH]2)c2cc(Cl)ccc21 (tested in a mixture with another compound)
  A: 2	B: x	C: 0	D: x

49: CC1(C)CC(=O)CC(C)(C)N1O
  A: 0	B: x	C: -2	D: x

50: O=C1C=C(N2CC2)c2ccccc2C1=O
  A: 0	B: x	C: -3	D: x

Further entries follow:
Letters – A = V-ATPase pH; B = Rtt109 Vps75; C = Wnt act; D = Tat transport
51: CCC(=O)N1N=C(c2c(O)n(CCc3ccccc3)c(=O)[nH]c2=O)CC1c1ccc(OC)c(OC)c1 (stereo unspecified)
  A: 3	B: x	C: 0	D: x

52: c1ccc2c(c1)CN(Cc1ccc3c(c1)OCO3)Cc1cnnn1-2
  A: 0	B: x	C: -2	D: x

53: Cc1ccc2c(c1)Oc1ccccc1N=C2
  A: 0	B: x	C: -4	D: x

54: Cc1ccc(OC(=O)N(C)C[C@@H]2OCc3cnnn3CCCC(=O)N([C@@H](C)CO)C[C@H]2C)cc1
  A: -2	B: x	C: 0	D: x

55: Cc1cccc(-n2c(O)c(/C=N/NC(=O)c3ccncc3)c(=O)[nH]c2=O)c1
  A: 0	B: x	C: 2	D: x

56: COc1ccc(CN2C(=O)C(CC(=O)NCc3ccco3)CC(C(=O)N(C)C)=C2C)cc1 (stereo unspecified)
  A: 0	B: x	C: -2	D: x

57: CC(C)C1C(C#N)=C(N)Oc2c1c(=O)oc1ccccc21 (stereo unspecified)
  A: -1	B: x	C: 0	D: x

58: O=C(N/N=C/c1c(O)n(CCc2ccc(F)cc2)c(=O)[nH]c1=O)c1ccccc1
  A: 7	B: x	C: 1	D: x

59: C/C(=N\NC(=O)c1ccncc1)c1c(O)n(-c2ccccc2)c(=O)[nH]c1=O
  A: 6	B: x	C: -4	D: x

60: O=C(N/N=C/c1c(O)n(Cc2ccccc2)c(=O)[nH]c1=O)c1ccncc1
  A: 4	B: x	C: 2	D: x

2 compounds picked at random from those above, as already listed:
Letters – A = V-ATPase pH; B = Rtt109 Vps75; C = Wnt act; D = Tat transport
31: C[C@@H]1CN([C@H](C)CO)C(=O)CCCn2nncc2CO[C@H]1CN(C)C(=O)Oc1cccc2ccccc12
  A: 1	B: x	C: 18	D: x

51: CCC(=O)N1N=C(c2c(O)n(CCc3ccccc3)c(=O)[nH]c2=O)CC1c1ccc(OC)c(OC)c1 (stereo unspecified)
  A: 3	B: x	C: 0	D: x

Further records
Letters – A = V-ATPase pH; B = Rtt109 Vps75; C = Wnt act; D = Tat transport
61: S=C(NCCc1ccccc1)N1Cc2ccccc2-n2nncc2C1
  A: 2	B: x	C: -3	D: x

62: O=c1[nH]c(=S)n(CCC2=CCCCC2)c(O)c1/C=N/N1CCOCC1
  A: 0	B: x	C: -2	D: x

63: Cc1c(N=Cc2c(O)n(C)c(=O)[nH]c2=O)c(=O)n(-c2ccccc2)n1C
  A: -6	B: x	C: 3	D: x

64: CC(=NCCCO)c1c(O)[nH]c(=O)[nH]c1=O
  A: -1	B: x	C: 0	D: x

65: CN1CCN2c3ccc(N)cc3CC3(C(=O)NC(=O)NC3=O)C2C1 (stereo unspecified)
  A: -2	B: x	C: -1	D: x

66: CC(C)Cc1nc(N2CCNCC2)c(C#N)c2c1CCC2
  A: -1	B: x	C: -2	D: x

67: CC(=O)NCC1=C(c2ccc3ccccc3c2)C[C@@H]2CC[C@H]1N2Cc1ccco1
  A: 3	B: x	C: -2	D: x

68: C[C@@H]1CN([C@@H](C)CO)C(=O)CCCn2nncc2CO[C@H]1CN(C)C(=O)Oc1cccc2ccccc12
  A: -3	B: x	C: 0	D: x

69: C[C@H](CO)N1C[C@H](C)[C@@H](CN(C)C(=O)Oc2ccccc2)OCc2cnnn2CCCC1=O
  A: -1	B: x	C: 0	D: x

70: COC(=O)C1=C(c2cccc(OCc3ccccc3)c2)C[C@@H]2CC[C@H]1N2C
  A: 1	B: x	C: -2	D: x

71: O=C(NCC1=C(c2ccc3ccccc3c2)C[C@@H]2CC[C@H]1N2Cc1ccco1)c1ccc([N+](=O)[O-])cc1
  A: -1	B: x	C: 1	D: x

72: O=c1[nH]c(=S)n(-c2ccccc2)c(O)c1C=NCc1ccccn1
  A: -2	B: x	C: 3	D: x

73: COc1ccc(OC(=O)N(C)C[C@H]2OCc3cnnn3CCCC(=O)N([C@H](C)CO)C[C@@H]2C)cc1
  A: 2	B: x	C: -1	D: x

74: CN1C(=O)NC(=O)/C(=C/c2ccc([N+](=O)[O-])o2)C1=O
  A: 3	B: x	C: -1	D: x

75: O=C1CN=C(c2ccc(Cl)cc2)c2oc3ccccc3c2N1
  A: 0	B: x	C: -10	D: x

76: CC(=O)CC(c1ccc2c(c1)OCO2)c1c(O)c2ccccc2oc1=O (stereo unspecified)
  A: 1	B: x	C: -1	D: x

77: Cc1ccc(OC(=O)N(C)C[C@H]2OCc3cnnn3CCCC(=O)N([C@@H](C)CO)C[C@H]2C)cc1
  A: 3	B: x	C: -2	D: x

78: Cc1ccc(-[n+]2c(Cc3nn(-c4ccccc4)c(C)[n+]3-c3ccc(C)cc3)nn(-c3ccccc3)c2C)cc1
  A: -2	B: x	C: 5	D: x

In the list so far, these have a carbonyl joined to an NH by a bond outside any ring:
Letters – A = V-ATPase pH; B = Rtt109 Vps75; C = Wnt act; D = Tat transport
24: Cc1csc(NC(=O)C(Cl)c2ccccc2)n1 (stereo unspecified) (tested in a mixture with another compound)
  A: 2	B: x	C: -5	D: x

28: O=C(NC12CC3CC(CC(C3)C1)C2)OC1CN2CCC1CC2 (stereo unspecified)
  A: 1	B: x	C: 0	D: x

47: CNC(=O)Oc1c(C)[nH]ccc1=O
  A: 0	B: x	C: -1	D: x

55: Cc1cccc(-n2c(O)c(/C=N/NC(=O)c3ccncc3)c(=O)[nH]c2=O)c1
  A: 0	B: x	C: 2	D: x

56: COc1ccc(CN2C(=O)C(CC(=O)NCc3ccco3)CC(C(=O)N(C)C)=C2C)cc1 (stereo unspecified)
  A: 0	B: x	C: -2	D: x

58: O=C(N/N=C/c1c(O)n(CCc2ccc(F)cc2)c(=O)[nH]c1=O)c1ccccc1
  A: 7	B: x	C: 1	D: x

59: C/C(=N\NC(=O)c1ccncc1)c1c(O)n(-c2ccccc2)c(=O)[nH]c1=O
  A: 6	B: x	C: -4	D: x

60: O=C(N/N=C/c1c(O)n(Cc2ccccc2)c(=O)[nH]c1=O)c1ccncc1
  A: 4	B: x	C: 2	D: x

67: CC(=O)NCC1=C(c2ccc3ccccc3c2)C[C@@H]2CC[C@H]1N2Cc1ccco1
  A: 3	B: x	C: -2	D: x

71: O=C(NCC1=C(c2ccc3ccccc3c2)C[C@@H]2CC[C@H]1N2Cc1ccco1)c1ccc([N+](=O)[O-])cc1
  A: -1	B: x	C: 1	D: x
